# Rin1 Abl inh: blocks binding of human Rin1 to Abl; P00519+Q13671; TR-FRET Rin1/Abl binding, biochemical; inhibition, % at 7.35 µM; actives 0.4% (n = 360,000); in the data active = inhibition above about 5%, passing the limit was not always enough
# SKN-1 inh: C. elegans SKN-1 inhibition | AID 624304 | actives 0.49% (n = 360,000) | inhibition, % at 21.8 µM | C. elegans VP596 Pgst-4::GFP/RFP ratio, acrylamide-induced, 24 h;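 active = interference check ratio from 0.5 to 1.5 plus GFP to RFP signal ratio inhibition reaching or exceeding a fixed threshold, cut at about 30% in these data, passing the limit was not always enough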; also: some compounds called inactive have numbers as strong as hits
# MLLE-PAM2 inh: inhibitors of microRNA-mediated deadenylation, human PABP1 MLLE binding. GST-MLLE / FITC-PAM2 fluorescence polarization. inhibition, % at 20 µM. actives 0.36% (n = 360,000); in the data active = inhibition above about 35%, passing the limit was not always enough;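 also: plate controls were DMSO wells with GST-MLLE for no effect and wells lacking GST-MLLE protein for full effect; some results filed as inactive read as strong as hits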
# MsrA act: activators of bovine methionine sulfoxide reductase A; purified bovine MsrA, absorbance read-out; activation, % at 10.6 µM; actives 0.3% (n = 360,000); in the data active = activation above about 7.5%;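 also: 0% = vehicle and 100% = reference activator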
# Neddyl block: blocks human cullin neddylation; TR-FRET cullin neddylation, biochemical; actives 0.58% (n = 360,000); calls only at 25 µM; P61081+Q13564; AID 651699; in the data active = inhibition above about 36%
# FAS TE block: inhibitors of human fatty acid synthase thioesterase domain; P49327; recombinant FAS-TE, OMFH fluorogenic substrate, fluorescence endpoint; inhibition, % at 15 µM; actives 0.67% (n = 360,000);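 active = compounds whose normalised, plate-corrected inhibition of enzyme fluorescence in the single-dose primary screen is 50% or more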;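 also: 0% = DMSO with enzyme and 100% = substrate without enzyme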
# MT1-MMP act inh: MT1-MMP (human) activation inhibition. actives 0.061% (n = 360,000). HT1080 RFP-PRO-GFP cells, GFP/RFP ratio fluorescence, overnight; percent of plate control window, DMSO zero. GFP/RFP ratio change, % at 20 µM. P50281;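 active = GFP/RFP ratio change of at least 30% with cell ATP level not reduced by more than half and red fluorescence within 50% of control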; also: strong numbers were not always called active
#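 system = RFP-PRO-GFP reporter HT1080 cells | dosing = 20 µM single dose, 1% DMSO | timing = overnight cell settling, then overnight compound exposure, 37 °C, 5% CO2 | read-out basis = GFP/RFP fluorescence ratio | controls = DMSO and RFP-L50D-GFP cell wells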
# NRP1-CendR mod: alters CendR peptide binding to human NRP-1. actives 0.85% (n = 360,000). FAM-RPARPAR peptide binding to NRP-1, fluorescence polarization. O14786. inhibition, % at 25 µM;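 active = inhibition or corrected inhibition above about 18%, plus a signal ratio from 0.5 to 1.5, limit read from the data, passing the limit was not always enough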; also: strong numbers were not always called active
# E coli Lon inh: inhibitors of E. coli Lon protease; purified E. coli Lon protease, fluorescence polarization; AID 602123; P0A9M0; inhibition, % at 7.94 µM; actives 0.42% (n = 360,000); in the data active = inhibition above about 13%, passing the limit was not always enough;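 also: 0% = enzyme with probe and DMSO and 100% = no enzyme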
# Active calls of the source: *; i = inactive; . = not tested or not shown; + = active, no number.
SMILES,Rin1 Abl inh,SKN-1 inh,MLLE-PAM2 inh,MsrA act,Neddyl block,FAS TE block,MT1-MMP act inh,NRP1-CendR mod,E coli Lon inh
Cc1cccc(-c2noc(CCC(=O)Nc3ccccc3)n2)c1,-0.7,20.1,2.2,-3.4,i,8.6,9.1,-5.3,1.0
CN(C(=O)c1cc(-n2cnnc2)ccc1Cl)c1ccccc1,4.0,2.3,-8.0,-8.0,i,-10.2,0.3,4.4,-4.0
CCOC(=O)c1cc(C)sc1NC(=O)CN1CCN(C(=O)c2ccco2)CC1,3.9,3.7,-10.7,-1.7,i,5.0,-2.2,8.3,-15.6
Cc1sc2ncnc(-n3nnc4ccccc43)c2c1C,3.8,-1.3,-6.2,-2.9,.,6.0,1.3,3.1,0.7
COc1ccc(C2(CNS(=O)(=O)c3ccccc3)CCOCC2)cc1,0.6,2.6,4.6,-4.2,i,-4.2,-2.5,1.0,-3.0
O=C(COC(=O)[C@H](Cc1c[nH]c2ccccc12)NC(=O)c1cccs1)NCc1ccccc1,1.2,3.5,-3.5,-5.8,i,-4.7,8.5,-4.0,-10.1
Brc1cnc2nc[nH]c2c1,-2.0,4.2,-3.0,-3.0,i,-7.8,-1.3,16.8,2.8
COC(=O)c1ccc(NC(=S)NCC2CC2)cc1,2.7,-4.6,-15.8,-3.7,i,-8.6,5.6,11.7,-4.8
CS(=O)(=O)c1ccc(C2=C(c3ccccc3)C(=O)OC2)cc1,-0.8,14.7,-1.7,-2.7,i,0.1,3.2,4.6,-5.6
CCCCN(CC)CCNC(=O)c1cc2c(=O)[nH]c3ccccc3c2n1C,-0.1,-2.9,12.9,-2.3,i,0.0,6.9,-5.6,1.9
O=C(NCC(c1ccco1)N1CCc2ccccc21)c1cccc([N+](=O)[O-])c1 (centres undefined),0.8,13.6,11.4,-0.3,i,35.4,-0.8,9.9,1.9
CCOC(=O)[C@@H]1[C@H]2COc3ccc(Br)cc3[C@@H]2N2C(=O)N(c3cccc(Cl)c3)C(=O)[C@]12C,1.1,-2.8,7.5,-3.8,i,42.4,-1.5,-5.1,4.4
C/C(N)=C(/C#N)C(=O)COC(=O)c1ccc(O)cc1,-3.6,10.4,1.6,-2.7,i,-8.2,-4.9,2.3,-4.6
COc1ccc(-c2ccn(-c3cccc(F)n3)n2)cc1,1.7,14.2,-5.5,-1.3,i,0.3,-4.3,-14.5,13.7
COc1ccc(OCCN2CCC(C(=O)NC(c3ccc(Cl)cc3)c3ncccc3C)CC2)cc1 (centres undefined),-1.3,-9.5,20.0,-0.7,i,4.2,1.0,-5.8,-15.7
Cc1ccccc1C1CC(=O)c2ccccc2C1C (centres undefined),1.9,14.4,6.9,-7.3,i,19.1,-5.5,7.4,-1.5
CC1c2c([nH]c3ccccc23)CCC1C(=O)O (centres undefined),-0.7,8.9,1.5,-3.9,i,-4.3,0.2,-7.8,0.8
COc1cccc(NC(=O)COC(=O)CCOc2ccccc2OC)c1,-0.3,6.1,-1.2,6.2,i,1.3,2.2,-10.0,-6.3
OCCNCCSc1ccc(Cl)cc1,-3.4,-13.2,-5.1,9.3*,i,-1.6,2.0,-4.8,4.3
O=C(Cn1c2c(c(-c3ccccc3Cl)cc1=O)CCC2)NCCCN1CCOCC1,1.7,-7.7,14.5,-11.9,i,-10.7,-0.7,-1.4,-0.5

# Ordered by heavy-atom count (low to high): some entries from above
SMILES,Rin1 Abl inh,SKN-1 inh,MLLE-PAM2 inh,MsrA act,Neddyl block,FAS TE block,MT1-MMP act inh,NRP1-CendR mod,E coli Lon inh
Brc1cnc2nc[nH]c2c1,-2.0,4.2,-3.0,-3.0,i,-7.8,-1.3,16.8,2.8
CC1c2c([nH]c3ccccc23)CCC1C(=O)O (centres undefined),-0.7,8.9,1.5,-3.9,i,-4.3,0.2,-7.8,0.8
COC(=O)c1ccc(NC(=S)NCC2CC2)cc1,2.7,-4.6,-15.8,-3.7,i,-8.6,5.6,11.7,-4.8
CN(C(=O)c1cc(-n2cnnc2)ccc1Cl)c1ccccc1,4.0,2.3,-8.0,-8.0,i,-10.2,0.3,4.4,-4.0
O=C(NCC(c1ccco1)N1CCc2ccccc21)c1cccc([N+](=O)[O-])c1 (centres undefined),0.8,13.6,11.4,-0.3,i,35.4,-0.8,9.9,1.9

# Going on with the list:
SMILES,Rin1 Abl inh,SKN-1 inh,MLLE-PAM2 inh,MsrA act,Neddyl block,FAS TE block,MT1-MMP act inh,NRP1-CendR mod,E coli Lon inh
NC(=O)c1cnn(-c2cccc(Cl)c2)c1N,-1.8,-2.8,-16.6,-0.9,i,-6.9,5.7,0.5,6.1
COc1ccc(-c2nnc(SCC(=O)NC(=O)NCc3ccco3)o2)cc1,4.8,10.7,-66.2,-0.5,i,-3.8,4.7,-9.5,-8.3
COC(=O)c1ccc(C2/C(=C(/O)c3ccc(OC)cc3)C(=O)C(=O)N2CC2CCCO2)cc1 (centres undefined),2.3,10.8,2.4,-1.2,i,-1.7,-2.3,11.9,0.4
CCCN(CCC)Cc1c(C(=O)N/N=C/c2cccs2)nnn1-c1nonc1N,1.2,13.2,-11.4,-1.1,i,8.1,1.5,-7.3,8.2
O=C(CN(C(=O)c1ccccc1Cl)N1C(=O)CCCC1=O)c1ccc(Cl)cc1,-2.4,-6.1,-9.4,-3.6,i,-2.5,-0.6,1.8,8.3
Clc1ccc(Cn2nc(-c3ccccc3)nc2-c2ccccc2)cc1,-1.6,6.4,2.5,8.7*,i,41.0,-3.2,9.9,-3.1
COCCn1c(SCC(=O)Nc2sc(C)c(C)c2C#N)nnc1-c1ccc(OC)cc1,-2.4,-7.2,-5.0,-2.5,i,-5.5,0.1,-15.4,-12.0
CSc1ccccc1NC(=O)CSc1n[nH]c(N)n1,-0.4,0.8,7.8,-3.4,i,-4.4,0.3,-5.0,2.1
Nc1nc(=S)c2ncn(C3CCCC3)c2[nH]1,2.6,10.2,25.2,2.3,i,-2.5,3.6,4.4,-0.7
Cc1cccc(N2C(S)=C(C#N)C(=O)NC23CCCCC3)c1,-0.2,10.4,12.6,-5.7,i,-5.0,2.2,-6.1,-2.4
O=C(NN=Cc1ccccc1O)NN=Cc1ccccc1O,0.1,-9.4,4.1,-3.8,i,-0.2,7.8,21.1,-6.4
CC(=O)OC[C@H]1O[C@@H](Oc2cc(O)cc3oc(-c4ccc(O)cc4)cc(=O)c23)[C@H](O[C@@H]2O[C@@H](C)[C@H](O)[C@@H](O)[C@H]2O)[C@@H](O)[C@@H]1O,-2.8,7.7,-3.5,-3.8,+,-5.7,18.5,-5.1,-5.4
Cc1ccc(C(=O)c2c(NC(=O)c3ccccc3C)sc(C)c2C)cc1,1.7,-14.3,11.0,3.5,i,29.4,-10.9,-2.0,0.3
Cc1ccccc1NC(=O)C1CC(=O)N(c2ccc3c4c(cccc24)CC3)C1 (centres undefined),0.7,-2.9,17.7,-7.4,i,0.3,3.8,-2.0,-3.5
COc1cc(C2Nc3ccccc3C(=O)N2NS(C)(=O)=O)ccc1O (centres undefined),-2.6,17.8,2.6,-6.7,i,-2.1,-8.1,12.1,2.3
CC[n+]1c(/C=C2\C=C(C)CC(C)C2)sc2ccccc21 (centres undefined),-2.0,20.0,-110.1,4.5,i,-14.7,-3.3,10.9,-0.8
COc1ccccc1NC(=O)NC1CCCc2ccccc21 (centres undefined),-0.5,13.3,-3.1,-3.5,i,-1.8,-2.3,15.1,-8.8
Cc1ccc(C(=O)O/N=C2/CC3CCC2(C)[C@@]3(C)CBr)cc1 (some centres undefined),3.6,-8.5,1.8,-2.4,i,29.7,2.5,-2.7,1.1
CC1CCCCN1C(=O)COc1ccc(F)cc1 (centres undefined),-1.4,-7.6,-7.9,1.0,i,-9.8,-4.6,2.8,1.7
CC1CN(C(=S)Nc2ccc(SC(F)F)cc2)CC(C)O1 (centres undefined),-1.8,17.6,-75.8,-2.0,i,-0.9,-1.5,-4.0,8.1
O=C(NCc1ccccc1Cl)C1CCN(C(=O)c2sccc2-n2cccc2)CC1,-1.0,1.3,3.7,3.1,i,-0.9,1.0,1.1,-7.5
CCOC(=O)C1CCN(C(=O)Cn2c(=O)oc3cc(S(=O)(=O)N4CCCC4)ccc32)CC1,0.0,-0.1,-7.3,0.0,i,-5.5,-3.9,-12.0,4.5
Cc1ccc(NC(=O)CSc2nc(C)c(Cc3ccccc3)c(=O)[nH]2)cc1,-0.4,-1.8,-2.7,-1.0,i,-0.8,3.4,5.2,2.3
CCOC(=O)CC1(C)Oc2ccccc2N1S(=O)(=O)c1ccc(C)cc1 (centres undefined),.,0.7,.,.,i,.,4.5,3.1,.
CCn1c(=O)n(CC)c2cc(N3CCCC3)c(NC(=O)c3ccccc3OC)cc21,-2.3,-4.3,-8.0,-1.1,i,8.3,2.1,-10.7,-0.7
O=C(COC(=O)c1ccccc1[N+](=O)[O-])c1ccc(C2CCCCC2)cc1,-2.5,22.6,6.3,-0.9,i,29.2,8.5,-2.4,-7.5
CCOC(=O)C1CCCN(C/C(O)=C(\C#N)c2nc(-c3ccccc3)cs2)C1 (centres undefined),2.5,-10.9,-2.0,-5.7,i,-6.3,-14.9,-21.8,-9.7
CCCC[C@@H]1CNC(=S)N1CCCC,-1.0,-5.5,-116.7,-6.3,i,-8.6,3.3,10.5,-10.5
CCN(CC)C(=O)C1=C(C)N(Cc2ccc(OC)cc2)C(=O)C(CC(=O)NCCCN(C)C)C1 (centres undefined),-3.8,8.9,-8.2,-0.6,i,-6.0,2.2,-12.7,-9.3
CC(=O)Nc1ccc(S(=O)(=O)N2CCN(CCC#N)CC2)cc1,2.1,-7.5,4.9,1.3,i,-5.5,-2.9,12.9,-7.4
O=C(COc1ccc(Br)cc1)NCCNC(=O)c1cccnc1,-3.5,2.7,1.1,-3.0,i,-5.7,-0.7,-7.4,7.0
COc1cccc(Nc2c(F)c(F)c(F)c(F)c2C(=O)O)c1,-2.9,-1.9,-0.2,-3.1,i,-2.5,2.5,5.4,-4.4
CCOC(=O)c1cc2sc(C)cc2n1CC(=O)Nc1cccc(C)c1C,-0.1,10.9,2.2,-3.2,i,1.1,4.3,-11.3,-7.6
CCOc1cccc2sc(N(CCCN(C)C)C(=O)c3ccc(S(=O)(=O)N(C)c4ccccc4)cc3)nc12,-5.5,-4.7,-0.1,0.0,i,4.9,-5.5,7.1,5.0
Cc1occc1C(=O)NC(C)C(C)(C)C (centres undefined),0.1,-9.3,5.5,-12.6,i,-10.5,1.7,-11.0,-7.1
NC(=O)c1ccc(Oc2cccc3cccnc23)c([N+](=O)[O-])c1,-0.9,-10.7,-16.3,0.6,i,-5.1,-7.2,-21.2,0.5
CN(CC(=O)Nc1cccc(F)c1)C(=O)c1cc([N+](=O)[O-])ccc1N1CCOCC1,-1.9,8.3,-14.0,-2.2,i,38.4,1.2,-7.4,-8.1
CCn1ncc([N+](=O)[O-])c1C(=O)Nc1cc(C)on1,-0.3,0.5,-3.3,0.8,i,-11.2,-1.0,3.2,-4.3
COc1cccc(-c2c[nH]c(=O)[nH]c2=O)c1,-2.8,0.5,1.9,0.8,i,-4.1,0.3,14.4,8.8
O=C(OCc1nnc(-c2ccccc2)o1)c1ccc(Br)o1,-0.7,14.3,-7.1,-2.7,i,-0.3,0.6,3.1,-16.2
CCn1cc(CN2CCC(n3nccc3NC(=O)C3CCCC3)CC2)c(C)n1,-0.8,3.0,21.6,-6.8,i,-2.2,2.7,3.4,-3.7
O=C(CCN1CCCCC1=O)NC1CCCN(Cc2ccc(Cl)cc2)C1 (centres undefined),-5.1,-6.6,4.5,1.7,i,0.5,-3.0,-1.4,-10.4

# Screening results (PubChem BioAssay)
